ERp5 block – inhibitors of human ERp5. 350,000 compounds, 0.05% hits. AID 651711. ERp5 insulin aggregation, absorbance 650 nm, 90 min. inhibition, % at 9.99 µM. Q15084;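 active = mean replicate inhibition above about 25%, with every replicate also reaching it, limit read from the data, passing the limit was not always enough; inconclusive = only one of those two criteria met; inactive = neither criterion met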
Target sequence (Q15084 whole entry, looked up): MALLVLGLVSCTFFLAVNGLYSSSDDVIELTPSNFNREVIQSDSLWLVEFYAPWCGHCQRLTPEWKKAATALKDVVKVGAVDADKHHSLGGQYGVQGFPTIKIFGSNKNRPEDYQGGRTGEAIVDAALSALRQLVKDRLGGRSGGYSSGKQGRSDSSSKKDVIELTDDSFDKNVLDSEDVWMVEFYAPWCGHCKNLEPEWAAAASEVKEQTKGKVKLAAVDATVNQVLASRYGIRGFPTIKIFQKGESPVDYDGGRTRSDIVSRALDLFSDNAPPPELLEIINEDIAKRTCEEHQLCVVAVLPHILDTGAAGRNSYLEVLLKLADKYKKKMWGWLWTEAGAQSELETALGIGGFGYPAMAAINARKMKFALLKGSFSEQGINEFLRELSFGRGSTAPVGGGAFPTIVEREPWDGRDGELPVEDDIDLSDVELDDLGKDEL
GSIS activator – primary screen for activators of insulin secretion dependent on glucose, INS-1E cells, GLuc reporter luminescence; INS-1E GLuc reporter insulin secretion, 2-3 h; activation, % at 16.6 µM; 370,000 compounds, 0.61% hits; AID 743287;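 active = lowest replicate activation of at least 40%, so every replicate reaches that level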;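 note: 0% = median of neutral control wells and 100% = median of IBMX positive control wells; some compounds called inactive have numbers as strong as hits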
EWS-Fli inh – EWS/Fli transcriptional activity inhibition; A673 NR0B1-luciferase reporter, viability-normalised; inhibition, % at 12.6 µM; 350,000 compounds, 0.67% hits;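 active = mean inhibition of at least 50% after viability correction, with every replicate also passing that limit; inconclusive = mean reaches 50% but only one of two replicates passes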;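 note: firefly luciferase signal divided by Alamar Blue viability fluorescence both relative to DMSO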
PAX8 reporter – PAX8 transcriptional activity inhibition. RMG-I TPO-luciferase reporter, SteadyGlo, 24 h. inhibition, % at 12.6 µM. 360,000 compounds, 1.2% hits. AID 652154;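 active = mean replicate inhibition at least 60% with every replicate also reaching 60%; inconclusive = only one of the two criteria is met; inactive = mean below 60% and not all replicates reaching 60%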;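 note: luciferase light reporting Pax8 driven TPO promoter activity; plate controls were median of neutral control wells for no effect and mitoxantrone controls for full effect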
ARNT-TACC3 inh – ARNT/TACC3 interaction disruption. AlphaScreen His-ARNT PAS-B/GST-TACC3 binding, luminescence; TACC3 fragment carries E629A point mutation. 390,000 compounds, 0.66% hits. inhibition, % at 9.99 µM;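 active = mean inhibition of replicates at least 50% and at least half of replicates each reaching 50%; inconclusive = half or more replicates reach 50% but mean below 50%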;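 note: 0% = complete ARNT plus TACC3 wells and 100% = ARNT alone without TACC3; many hits fall short of the cut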
CFTR F508del cor – correctors of CFTR F508del function in bronchial epithelial cells; CFBE cells, YFP halide quenching; stimulated with forskolin plus potentiator P3; % fluorescence drop versus neutral controls; activity (quench increase), % at 7.58 µM; 350,000 compounds, 0.36% hits;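 active = mean added fluorescence quench of at least 8% versus neutral control, with both replicates also reaching 8%; inconclusive = only one of the mean or replicate conditions met; inactive = mean below 8% and not both replicates reaching 8%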;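 note: cells transiently co-express mutant CFTR-F508del with the halide-sensitive YFP; corrector assay measuring rescue of mutant channel to the surface after 24 h compound exposure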
DENV2 CPE – inhibitors of DENV2 cytopathic effect | DENV2-infected cells, cytopathic effect rescue, plate reader | CPE inhibition, % at 9.99 µM | 350,000 compounds, 1.7% hits | AID 651640; in the data active = CPE inhibition above about 20%, passing the limit was not always enough; inconclusive = no clear call, values can overlap the other calls; tested in BHK-21 cells;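 note: 0% = median of neutral control wells and 100% = median of positive control wells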
XiGFP reactiv – activators of X-chromosome reactivation in mouse fibroblasts. XiGFP mouse fibroblasts, % GFP-positive cells imaging, 3 d; cells co-treated with 5-aza-dC sensitizer; scaled so ellipticine positive control = 100%. activation, % at 7.58 µM. 360,000 compounds, 0.055% hits. AID 743238;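 active = mean normalized replicate activation at least 10% and every replicate at or above 10%; inconclusive = only one of the two criteria met; inactive = mean below 10% and not all replicates reach 10%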;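 note: 0% = median of on-plate neutral control wells and 100% = ellipticine 6 µM median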
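material = 68-5-11 XiGFP fibroblast line | medium = DMEM plus 5-aza-dC sensitizer | schedule = 3 days compound exposure | benchmarks = positive control ellipticine, 6 µM final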
An asterisk follows results filed as active; u = inconclusive; x = not tested or not shown; & = joins results of further samples.

Below each SMILES: GSIS activator | PAX8 reporter | EWS-Fli inh | CFTR F508del cor | ERp5 block | DENV2 CPE | XiGFP reactiv | ARNT-TACC3 inh
(1) CCCC#Cc1ccc([C@@H]2[C@H]3CN(C(=O)Cc4ccccn4)CCCCN3[C@H]2CO)cc1
    -11 | -2 | 0 | 2.0 | -3 | -3 | 0.2 | -5
(2) CCCCCn1c(=O)c(C(=O)Nc2cnccn2)c(O)c2ccccc21
    0 | 8 | 3 | x | -7 | -5 | 0.0 | x
(3) COc1ccc2c(c1)c(C(=O)O)c(C)n2CC(C)C
    0 | x | 2 | -0.4 | -6 | 8 | x | 1
(4) c1ccc2sc(NC3=NCCN3)nc2c1
    2 | 38 | -31 | 2.1 | 4 | -2 | 0.0 | x
(5) CC1CCCN1CCC(C(N)=O)(c1ccccc1)c1ccccc1 (centres undefined)
    -12 | 4 | -4 | -0.8 | 7 | 17 | 0.0 | 2
(6) CCCN1[C@@H]2Cn3c(ccc(-c4ccccc4)c3=O)[C@H]1[C@@H](C(=O)OC)[C@@H]2CO
    23 | -1 | 0 | 1.5 | 1 | 7 | 0.2 | -6
(7) N#Cc1cccc(-c2ccc([C@@H]3[C@@H](CO)N4CCCCN(C(=O)Cc5ccccc5)C[C@@H]34)cc2)c1
    6 | -2 | 7 | -3.4 | -2 | 38* | 0.1 | -5
(8) Cc1cccc(S(=O)(=O)N2[C@@H]3Cn4c(ccc(-c5ccccc5)c4=O)[C@H]2[C@@H](C(=O)O)[C@@H]3CO)c1
    2 | -7 | 10 | -1.0 | 3 | -4 | 0.0 | -7
(9) COc1cccc(C(c2nnnn2C(C)(C)C)N2CCC3(CC2)C(=O)NCN3c2ccccc2)c1OC (centres undefined)
    -19 | 14 | 0 | 2.2 | -3 | -9 | 0.0 | x
(10) O=C1C(=O)N(c2ccccc2)P(=O)(N(CCCl)CCCl)N1c1ccccc1
    x | -228 | 10 | x | 2 | 1 | 0.0 | -11
(11) Cc1nc2cc([N+](=O)[O-])ccc2c(=O)n1-c1cccc(Br)c1
    x | -15 | 11 | 2.1 | 5 | -6 | 0.0 | 2
(12) CC12CC[C@H]3[C@@H](CCC4(O)C[C@H](O)CCC34/C=N/NC(=O)Cc3ccccc3)C1(O)CCC2C1=CC(=O)OC1 (some centres undefined)
    -11 | 6 | -2 | -0.6 | -1 | 0 | 0.0 | -1&-13
(13) C=CCN1C(=O)NC(=O)/C(=C/c2cc3c4c(c2)CCCN4CCC3)C1=O
    7 | -12 | 3 | x | 1 | 0 | 0.1 | 3
(14) Cc1cc(OCC(=O)N2CCC(C(=O)O)(c3ccccc3)CC2)c2c(C)cc(=O)oc2c1
    9 | x | 1 | -3.3 | 0 | 1 | x | 6
(15) CC(N)C(=O)OC(C)(C)Cc1ccc(Cl)cc1 (centres undefined)
    x | -3 | -1 | -0.3 | 8 | -2 | 0.2 | 2
(16) O=C(Nc1cccc(Cl)c1)OC1CN2CCC1CC2 (centres undefined)
    x | -40 | -30 | 1.7 | x | -4 | 0.0 | -1
(17) COC(=O)[C@H]1[C@H](CO)[C@H]2Cn3c(ccc(C4=CCCCC4)c3=O)[C@@H]1N2Cc1ccccn1
    4 | x | 5 | -0.6 | -1 | 1 | 0.5 | 11
(18) CCOc1cc(C2NCc3ccccc3-n3cccc32)ccc1OC (centres undefined)
    -26 | 8 | -11 | -3.1 | 5 | 9 | -0.1 | 15
(19) COc1ccc(C=C2C(=O)NC(=S)NC2=O)cc1
    21 | -13 | 0 | 5.6 | -9 | 14 | 0.0 | 6
(20) CN1C(=O)CN=C(c2ccc[nH]2)c2cc(Cl)ccc21 (tested in a mixture with another compound)
    -7 | 9 | 11 | -0.6 | -4 | -3 | 0.1 | x
(21) O=C(Cc1cccnc1)N1CCCCN2[C@H](CO)[C@H](c3ccc(C#CC4CCCC4)cc3)[C@H]2C1
    -14 | 0 | 13 | -3.0 | 7 | 13 | 0.1 | 3
(22) CC(C)=CCc1c(O)cc2c(c1O)C(=O)CC(c1ccc(O)cc1)O2 (centres undefined)
    -9 | x | 6 | -1.3 | 3 | -20 | x | -17
(23) Cc1ccc(-n2c(CNCc3ccc(F)cc3)nc3ccccc3c2=O)cc1
    3 | 2 | -13 | 0.2 | 2 | -2 | 0.1 | -6
(24) O=c1c2ccccc2nc(-c2ccccc2F)n1-c1ccccc1
    13 | 1 | 3 | -3.1 | -3 | -2 | 0.0 | 0
(25) COc1ccc(-n2nnnc2C(c2cccc3ccccc23)N2CCC(n3c(=O)[nH]c4ccccc43)CC2)cc1 (centres undefined)
    -28 | 64* | 12 | -1.6 | -6 | -7 | 0.0 | x
(26) CCOC(=O)CNC(=O)N1Cc2ccc(Br)cc2-n2nncc2C1
    7 | -8 | 6 | -0.1 | -3 | u | x | x
(27) CC(C)NC(C)C(=O)c1ccc2ccccc2c1 (centres undefined)
    16 | -3 | -29 | 4.3 | 2 | 0 | 0.0 | -7
(28) CCC(C)NC(=O)CCC(=O)OC1O[C@H]2OC3(C)CC[C@H]4[C@H](C)CCC(C1C)C24OO3 (some centres undefined)
    0 | 40 | 35 | -2.8 | 3 | 5 | 0.1 | -4
(29) Cc1c(CC(=O)N2C[C@H]3C[C@@H](C2)c2cccc(=O)n2C3)c(=O)oc2cc(O)c(Cl)cc12
    4 | x | -2 | 5.0 | -4 | -8 | x | -1
(30) CCOC(=O)[C@@H]1[C@H]2COc3ccc(Br)cc3[C@@H]2N2C(=O)N(c3cccc(C)c3)C(=O)[C@]12C
    -3 | 12 | -3 | 2.9 | 1 | 1 | 0.0 | -7

Compound profiles, from the list above:
COC(=O)[C@H]1[C@H](CO)[C@H]2Cn3c(ccc(C4=CCCCC4)c3=O)[C@@H]1N2Cc1ccccn1 is listed with GSIS activator = 4; PAX8 reporter = x; EWS-Fli inh = 5; CFTR F508del cor = -0.6; ERp5 block = -1; DENV2 CPE = 1; XiGFP reactiv = 0.5; ARNT-TACC3 inh = 11
CCOC(=O)[C@@H]1[C@H]2COc3ccc(Br)cc3[C@@H]2N2C(=O)N(c3cccc(C)c3)C(=O)[C@]12C is listed with GSIS activator = -3; PAX8 reporter = 12; EWS-Fli inh = -3; CFTR F508del cor = 2.9; ERp5 block = 1; DENV2 CPE = 1; XiGFP reactiv = 0.0; ARNT-TACC3 inh = -7
O=C(Nc1cccc(Cl)c1)OC1CN2CCC1CC2 (centres undefined) is listed with GSIS activator = x; PAX8 reporter = -40; EWS-Fli inh = -30; CFTR F508del cor = 1.7; ERp5 block = x; DENV2 CPE = -4; XiGFP reactiv = 0.0; ARNT-TACC3 inh = -1

Following part:
Below each SMILES: GSIS activator | PAX8 reporter | EWS-Fli inh | CFTR F508del cor | ERp5 block | DENV2 CPE | XiGFP reactiv | ARNT-TACC3 inh
(31) OCCOc1ccccc1
    4 | x | -5 | -0.2 | 3 | u | x | -5
(32) COc1cc(/C=C/[N+](=O)[O-])ccc1OC(=O)c1cccnc1
    x | 15 | 56* | 0.8 | 3 | -9 | 0.0 | -5
(33) Cc1ccccc1N1CCN(C2CCCN(C(=O)COc3ccccc3)C2)CC1 (centres undefined)
    -34 | 20 | 5 | -0.8 | 2 | 4 | 0.0 | 1
(34) CC1=NCCc2c1[nH]c1cc(O)ccc21
    10 | -18 | -19 | 32* | -4 | 18 | -0.1 | 5
(35) O=C(Cc1ccccn1)N1CCCCN2[C@H](C1)[C@H](c1ccc(Br)cc1)[C@@H]2CO
    15 | 7 | -8 | 1.0 | -1 | 0 | 0.4 | -3
(36) CNc1ccc2nc3ccccc3[n+](C)c2c1
    -34 | 65* | -13 | -2.7 | 0 | 2 | 0.0 | 68*
(37) O=C(Cc1ccccn1)N1CCCCN2[C@H](CO)[C@@H](c3ccc(-c4ccc(F)cc4)cc3)[C@H]2C1
    -12 | 0 | -2 | 5.7 | 2 | 19 | 0.4 | 4
(38) COC(=O)[C@@H]1[C@@H](CO)[C@@H]2Cn3c(ccc(-c4cccnc4)c3=O)[C@H]1N2S(=O)(=O)c1ccccc1C
    3 | -11 | -1 | x | -1 | 4 | 0.3 | -12
(39) COc1nc2ccccc2nc1N1CC1
    8 | -43 | -4 | -4.0 | 6 | u | -0.1 | x
(40) O=c1[nH]c2ccccc2n1C1CCN(C(c2ccccc2OC(F)(F)F)c2nnnn2Cc2ccccc2)CC1 (centres undefined)
    -11 | 84* | 2 | 4.0 | -1 | u | 0.1 | x
(41) CC1CCC(C)(NS(=O)(=O)OCC(Cl)(Cl)Cl)CC1 (centres undefined)
    1 | 10 | -1 | 1.0 | 3 | -17 | 0.0 | 0
(42) Cc1cc(=O)[nH]c(SCc2nc3ccccc3c(=O)n2-c2ccccc2C)n1
    10 | 8 | 0 | -5.3 | -1 | 6 | 0.0 | -2
(43) O=C1Nc2ccc(Br)cc2C(c2ccccc2Cl)=NC1O (centres undefined)
    x | x | -10 | 0.8 | 12 | -26 | x | 9
(44) CC=Cc1ccc2n(c1=O)C[C@@H]1[C@@H](CO)[C@H](C(=O)O)[C@H]2N1S(=O)(=O)c1ccccc1C (mixture of isomers)
    0 | -6 | -3 | 0.1 | 5 | u | 0.5 | 1
(45) Cc1cccc(N2C(=O)NC(=O)/C(=C\c3ccc4c(c3)CCCN4Cc3ccccc3)C2=O)c1
    -15 | 4 | x | x | x | x | 0.1 | 1
(46) O=C(Cc1ccncc1)N1CCCCN2[C@H](CO)[C@H](c3ccc(-c4ccncc4)cc3)[C@@H]2C1
    3 | -76 | x | -0.7 | 0 | 6 | 0.4 | 1
(47) CC(C)C[C@H](NC(=O)[C@@H]1CCCN1C(=O)[C@@H](N)Cc1ccc(O)cc1)C(=O)NCC(N)=O
    x | -22 | -17 | 0.6 | 0 | -2 | -0.2 | -3
(48) O=C(O)CCn1cc(C=C2C(=O)NC(=S)NC2=O)c(-c2cccc(Cl)c2)n1
    12 | -1 | 3 | 0.0 | 7 | 5 | 0.4 | 0
(49) COC(=O)C1=C(c2ccc(F)cc2OCc2ccccc2)C[C@@H]2CC[C@H]1N2C
    -17 | -2 | -131 | 2.0 | 4 | -2 | 0.2 | 4
(50) O=C(Cc1ccccn1)N1CC2(C1)[C@H](c1ccccc1)[C@@H](CO)N2Cc1ccccn1
    16 | 8 | 1 | 1.6 | -1 | 1 | 0.0 | x
(51) CC(C)(C)c1ccc(CSc2cnn(C(C)(C)C)c(=O)c2Cl)cc1
    -20 | 16 | 26 | -14 | 4 | 4 | 0.3 | -12
(52) CN1C(=O)C(=Cc2ccc(SC3CCCCC3)o2)C(=O)N(C)C1=O
    -1 | -11 | 3 | 0.0 | -2 | 0 | 0.1 | -2
(53) COC(=O)C1=C(c2cc3ccccc3o2)C[C@@H]2CC[C@H]1N2C(=O)N1CCCC1
    1 | 5 | -3 | -1.5 | x | x | 0.0 | 4
(54) Cn1c(=O)c2c(nc(N/N=C/c3c(O)n(-c4ccccc4)c(=S)[nH]c3=O)n2C)n(C)c1=O
    10 | -5 | x | x | x | x | 0.1 | 58*

Part of the list above, limited to EWS-Fli inh, PAX8 reporter and CFTR F508del cor.
No. | canonical_smiles | EWS-Fli inh | PAX8 reporter | CFTR F508del cor
35 | O=C(Cc1ccccn1)N1CCCCN2[C@H](C1)[C@H](c1ccc(Br)cc1)[C@@H]2CO | -8 | 7 | 1.0
39 | COc1nc2ccccc2nc1N1CC1 | -4 | -43 | -4.0

These rows are one share of the data; the hit share may differ from the screen's.
